PHOSPHO1 block: PubChem AID 1565. Phosphoethanolamine/phosphocholine phosphatase (Homo sapiens), Q8TCT1. recombinant PHOSPHO1, absorbance phosphatase assay. inhibition, % at 13.3 µM. 290,000 compounds, 1.1% hits; in the data active = inhibition above about 60%
VIM-2 inh: VIM-2 metallo-beta-lactamase inhibitors, primary screen, biochemical, epi-absorbance readout, Pseudomonas aeruginosa enzyme; purified VIM-2, nitrocefin hydrolysis, epi-absorbance fluorescence; inhibition, % at 5.6 µM; 290,000 compounds, 0.89% hits; AID 1527, 2009;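 active = inhibition above the mean of all tested compounds plus 3 SD, cutoff set per screening run, cut at about 7.5% in these data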;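 also: red hydrolysis product quenches plate fluorescence so inhibitors raise well fluorescence; 0% = enzyme with DMSO and 100% = DMSO without enzyme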
MEKK3 PB1 HTS: modulators of MEKK3-MEK5 PB1 binding, primary screen, biochemical, wildtype MEKK3, multiplex bead flow cytometry, Alexa488-MEK5; AID 1529, 2009; bead-based flow cytometry, Alexa488-MEK5 binding to MEKK3; actives lie on both sides; 0 = blocked by unlabeled MEK5, 100 = vehicle; 290,000 compounds, 1.4% hits; binding response (% of control), % at 10 µM;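 active = binding response more than 3 SD above or below the average of its plate-row segment, actives on both sides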;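 also: Alexa488 bead fluorescence after subtracting the streptavidin-only scavenger bead signal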
IMP-1 inhibitor: IMP-1 metallo-beta-lactamase inhibitors, primary screen, biochemical, epi-absorbance readout, Pseudomonas aeruginosa enzyme; inhibition, % at 5.6 µM; metallo-beta-lactamase IMP-1 (Pseudomonas aeruginosa); purified IMP-1, nitrocefin hydrolysis, epi-absorbance fluorescence; 290,000 compounds, 0.45% hits;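 active = inhibition above the mean plus 3 SD of all compounds in the same screening run, cut at about 4.5% in these data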;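 also: 0% = IMP-1 with DMSO and 100% = DMSO wells lacking enzyme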
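System: Purified IMP-1 | Read-out basis: Percent enzyme inhibition | Controls: IMP-1 with DMSO as 0%, enzyme-free DMSO as 100% | Replicates: One well per compound | Doses: 5.6 µM nominal single concentration | Detection: Epi-absorbance fluorescence, 480 nm excitation, 530 nm emission | Incubation: 25 °C, 15 min preincubation, 25 min reaction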
SUMO HTRF inh: inhibitors of in vitro SUMOylation cascade, primary screen, biochemical, HTRF, uHTS; SUMO-conjugating enzyme UBC9 (Homo sapiens), P63279; HTRF SUMOylation assay, SAE1/SAE2 + UBC9; inhibition, % at 35 µM; 290,000 compounds, 0.36% hits; in the data active = inhibition above about 50%, passing the limit was not always enough; also: strong numbers were not always called active
NS3 helicase inh: inhibitors of HCV NS3 helicase, primary screen, biochemical, Cy5 molecular beacon fluorescence; NS3 helicase DNA unwinding; inhibition, % at 10.9 µM; 290,000 compounds, 0.56% hits; AID 1800, 2009;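 active = inhibition above the mean of all tested compounds plus 3 SD, set per campaign, cut at about 35% in these data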;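 also: 0% = DMSO wells and 100% = thioflavine S control wells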
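Assay system – hepatitis C virus NS3 helicase domain fragment enzyme · Buffer or medium – MOPS pH 6.5, MgCl2, DTT, Tween20, BSA · Reagent – Cy5/quencher beacon DNA duplex and ATP to start · Compound – single 10.9 µM dose · Timing – 1 h at 25 °C · Technique – Cy5 beacon fluorescence read at start and 1 h · Measure – % inhibition of unwinding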
p-CIP stab down: p/CIP-EGFP fusion destabilizers, primary screen, fluorescence, F442A cells; Q05BA5; 16 h; decrease of EGFP signal, % at 10 µM; 290,000 compounds, 0.01% hits; AID 1984, 2009;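 active = EGFP signal decrease of at least 30% at 10 µM or well 3 SD below plate mean, unless failing retest; inactive = the rest, including hits failing retest or dose response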; also: some compounds called inactive have numbers as strong as hits; many of its hits are not listed in these tables
FID counter: compounds displacing fluorescent DNA intercalator, primary screen, artefact control for HCV NS3 helicase inhibitor project, biochemical, FID fluorescence; AID 1845, 2009; 290,000 compounds, 0.17% hits; inhibition, % at 7.9 µM; DNA fluorescent intercalator displacement; in the data active = inhibition above about 37%;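 also: 0% = vehicle and 100% = reference compound; higher means more ethidium bromide displaced from hairpin DNA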
IDE cell activ: human IDE activators in live cells, primary screen, fluorescence polarization, HEK cells, FAbeta-B substrate; FAbeta-B cleavage; 0% vehicle, 100% cell-free pure enzyme wells; 340,000 compounds, 0.073% hits; Insulin-degrading enzyme (Homo sapiens), P14735; activation, % at 5.96 µM;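 active = activation above the mean of all tested compounds plus 3 SD, set per screening campaign, cut at about 17% in these data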
* hit, by the source's call; x = not tested or not shown. An excerpt; rates above refer to the full screens.

SMILES	PHOSPHO1 block	VIM-2 inh	MEKK3 PB1 HTS	IMP-1 inhibitor	SUMO HTRF inh	NS3 helicase inh	p-CIP stab down	FID counter	IDE cell activ
Clc1cccc(-c2cc3nc4c(c(NCc5ccco5)n3n2)CCCC4)c1	9	-1.6	107	-2.0	8	-23	-1	-3	5
O=C(CSc1ncccn1)c1ccccc1Br	61*	-1.4	103	-3.3	5	-4	-2	-4	2
COc1ccc(C)cc1NC(=O)NNC(=O)C(C)Oc1ccc([N+](=O)[O-])cc1 (configuration not stated)	-15	-0.5	108	-3.8	-5	0	-1	-8	-2
COc1ccc(Cl)cc1C(=O)Nc1ccc(S(=O)(=O)N2CCCC2)cc1	3	-1.2	x	-2.8	0	15	10	-11	6
CCOC(=O)c1c(C)c(C)n(Cc2cccc(OC)c2OC)c1C	-7	0.9	83	-2.9	-1	-3	8	-13	0
O=C1CSC(c2cccnc2)N1Cc1ccc(Cl)cc1Cl (configuration not stated)	30	-1.2	95	-0.7	14	7	-9	-10	2
COc1ccccc1NS(=O)(=O)c1cc(NC(=O)CCC2CCCC2)ccc1N1CCOCC1	9	-3.5	112	-1.4	8	4	-15	-3	4
COc1ccc(-n2ncc3c(N4CCN(c5cc(C)ccc5C)CC4)ncnc32)cc1	-13	-3.3	118	0.2	-2	-1	-1	-1	7
Cc1cccc2sc(N(CCN(C)C)C(=O)/C=C/c3cccs3)nc12	-6	-1.8	103	-0.9	5	-67	-6	10	1
CC(C)CC(=O)N1CCN(C(=O)c2ccc(-c3ccccc3)cc2)CC1	29	-2.5	105	-5.4	4	-11	-10	-38	-8
COc1ccccc1NC(=S)NNC(=S)Nc1ccc(OC(F)F)cc1	16	-0.5	103	-4.3	-12	-3	-9	10	4
O=c1cc(-c2ccccc2)nc2cc(-c3ccco3)[nH]n12	33	-1.8	105	-0.3	19	21	2	-7	-2
O=C(CCN1CCc2ccccc2C1)Nc1ccccc1	-4	-0.8	100	-4.0	2	-6	-11	-5	3
COC(=O)C(Cc1ccccc1)NC(=O)CCC(=O)NC(C)CCc1ccccc1 (configuration not stated)	-39	0.7	104	-0.1	5	-4	1	-36	5
Cc1sc2ncn(CC(=O)NCC3COc4ccccc4O3)c(=O)c2c1S(=O)(=O)N1CCOCC1 (configuration not stated)	56	-1.8	105	-0.8	6	-14	-6	-1	-2
CC(C)n1cc(C(=O)c2ccccc2O)cc(C#N)c1=O	-33	-0.6	100	-2.8	-5	10	1	-1	5
COC(=O)c1ccc(/C=N/NC(=O)C(=O)N2CCCCCC2)cc1	44	-3.1	101	-1.9	11	5	-6	-25	4
Cc1ccc(C(=O)C2CCN(S(=O)(=O)c3c(C)noc3C)CC2)cc1	-2	-3.3	92	-1.3	0	-4	-1	-7	x
O=S(=O)(c1ccccc1)N1CCCC1c1nc2ccccc2s1 (configuration not stated)	3	0.8	95	-2.0	-15	-2	0	-16	0
COC(=O)[C@@H]1C[C@H]1[C@@H](NC(=O)c1ccccc1)c1ccccc1	6	0.3	79	-1.0	18	-4	-8	-4	5
CC(C)CC(=O)Nc1ccccc1N1CCOCC1	2	-0.9	103	-2.5	3	7	4	-20	0
O=C(COC(=O)Cc1ccccc1[N+](=O)[O-])NCc1ccc(F)cc1	-9	-1.9	102	-2.0	-28	8	13	0	1
CCC(c1nnnn1Cc1ccc2c(c1)OCO2)N1CCN(c2ccccc2)CC1 (configuration not stated)	-4	-2.1	106	-0.6	16	4	1	-16	5
C=CCNC(=O)CN(Cc1ccccc1)S(=O)(=O)c1ccccc1	35	0.3	103	-2.2	-3	-2	3	-9	3
CC(=O)c1ccccc1N(C(=O)c1ccco1)C(C(=O)NC1CCCC1)c1ccc(N2CCOCC2)cc1 (configuration not stated)	29	-5.5	103	-0.5	8	-1	-12	-27	4
O=C(Nc1ccc2nc(-c3ccco3)[nH]c2c1)c1ccco1	1	0.4	96	-2.4	33	-4	-3	-8	-7
C/C(=N\OCC(=O)Nn1c(=O)[nH]c2ccccc2c1=O)c1cccs1	2	-1.6	103	-2.7	0	-7	6	-5	-1
COc1cccc(NC(=O)Nc2nnc(Cc3ccccc3F)s2)c1	28	-1.2	107	2.0	29	-1	-17	-8	3
Cc1ccc(S(=O)(=O)c2nc(-c3ccccc3Cl)oc2N(C)C)cc1	30	2.2	93	-0.1	-14	-6	8	-33	0
Cc1ccc(Cl)cc1NC(=O)c1cc(NC(=O)CCCC(=O)O)ccc1N1CCCCC1	27	-1.7	97	-2.4	16	-59	0	-33	3
COC(=O)c1ccc(Cn2cc(Cl)cn2)cc1	3	-1.8	107	-4.3	8	0	8	3	4
O=C(Nc1ccc(F)c([N+](=O)[O-])c1)c1ccc2c(c1)OCCO2	42	-1.7	77	-1.8	8	-1	-2	9	1
COc1ccc(S(=O)(=O)N2CCCN(CC(=O)Nc3ccc(OC)c(Cl)c3)CC2)cc1	3	-2.9	x	-2.2	20	-29	-29	-1	3
COc1cc(C)nc(N2CCCC(C(=O)Nc3ccccc3Br)C2)n1 (configuration not stated)	2	-0.2	99	-2.7	0	15	0	-8	-4
Cc1cc2ccccn2c1C(C[N+](=O)[O-])c1ccc(N(C)C)cc1 (configuration not stated)	0	-4.1	106	-1.9	5	2	14	0	-6
Cc1cc(N)n(-c2ccc3ccccc3c2)n1	15	-1.9	89	-1.7	-21	-12	-12	-9	5
Cc1cc(NCCCn2ccnc2)n2nc(-c3ccc(Cl)cc3)cc2n1	45	38*	102	-2.3	-6	7	2	25	-5
O=C(Nc1ccc(N2CCCC2)cc1)c1cccc(-c2cc3ccccc3oc2=O)c1	12	-0.5	101	-2.9	32	-21	-15	4	-9
Cc1nc([N+](=O)[O-])c(SCC(O)CCl)n1Cc1ccc(Cl)cc1 (configuration not stated)	15	-1.8	96	-2.4	-14	5	3	-6	4
COc1ccccc1NC(=S)N(CCCN(C)C)Cc1cc2cc3c(cc2[nH]c1=O)OCO3	5	-2.4	100	-1.6	5	7	4	29	0
CC(=O)Nc1ccc(S(=O)(=O)NCCS(=O)(=O)N2CCN(c3ccccc3)CC2)cc1	30	0.2	96	-2.0	19	-2	-9	-14	-1
COc1cc(NC(=O)c2cc(-c3ccccc3)on2)cc(OC)c1OC	29	-2.3	106	-2.8	9	-1	-5	-31	-2
CCCN(CCC)CC(O)CN(c1cc([N+](=O)[O-])ccc1OC)S(=O)(=O)c1ccccc1 (configuration not stated)	22	-1.1	x	-1.7	30	-10	-17	19	16
COc1cc(CNCCCN2CCOCC2)ccc1OCC(=O)NC(C)(C)C	12	-0.1	99	-1.6	0	3	-1	14	3
CCCc1cc(=O)oc2c(C)c(O)c(CN3CCCCC3)cc12	10	-1.8	94	-0.9	49	1	7	-4	4
COc1ccc(N2CCN(C(=O)Cc3ccc(OC)c(OC)c3)CC2)cc1	5	-0.7	105	-2.4	2	-4	-19	-24	-1
O=C(Cc1coc(-c2ccc(F)cc2)n1)NC1CCCCC1	-14	-1.0	97	-2.9	0	2	3	-12	2
CC(=O)NC/C(C)=N\Nc1ccc([N+](=O)[O-])cc1	9	-2.8	100	-1.7	17	2	-5	-5	-3
Cc1ccc(CC(=O)Nc2ccc(S(=O)(=O)N3CCOCC3)cc2)cc1	23	-1.1	99	-1.6	-17	-9	-1	-17	4
Oc1c(C(c2cccs2)N2CCOCC2)sc2ncnn12 (configuration not stated)	-12	-1.0	110	1.3	15	-6	-5	-1	1
COc1cccc(NC(=O)CSc2nnc(-c3cccs3)n2C)c1	-28	-1.0	105	-1.0	1	2	0	-8	3
O=C(COc1cc2oc(=O)c3c(c2cc1Cl)CCC3)Nc1ccc(CN2CCOCC2)cc1	4	4.6	100	-1.1	-24	-9	-11	12	5
COc1cc(NC(=O)C/C(C)=N/NC(=O)C(=O)NC2CCCCC2)c(OC)cc1Cl	11	-1.6	63	-0.8	6	-7	6	-15	0
CC(Cl)C(=O)Nc1ncc(C(F)(F)F)cc1Cl (configuration not stated)	20	-1.9	101	-4.1	0	-7	-11	0	7
CCN1CCN(Cc2c(O)ccc3c(=O)c(-c4ccc(OC)c(OC)c4)c(C(F)(F)F)oc23)CC1	-7	-2.7	102	-2.8	29	8	-17	12	1
O=c1[nH]cc(N(CCO)CCO)c(=O)[nH]1	27	-3.1	99	-1.1	11	-1	-6	-5	6
Cc1ccc2nc(N(CCCN(C)C)C(=O)CN3C(=O)c4ccccc4C3=O)sc2c1	-14	-1.0	100	-1.3	7	-45	7	13	4
O=C(Nc1nc2ccc(F)cc2s1)C1=NN(c2ccccc2)C(=O)CC1	-22	-2.0	109	-1.9	18	1	-10	-17	-2
CCOC(=O)CC(NC(=O)c1cccs1)c1ccc(C)cc1 (configuration not stated)	37	-3.2	102	-3.3	9	9	-11	-21	6
O=[N+]([O-])/C=C/c1cc2ccccc2[nH]1	20	-1.7	98	-1.8	8	3	0	1	-2

Pulled by structure from the entries so far (three):
SMILES	PHOSPHO1 block	VIM-2 inh	MEKK3 PB1 HTS	IMP-1 inhibitor	SUMO HTRF inh	NS3 helicase inh	p-CIP stab down	FID counter	IDE cell activ
CC(=O)c1ccccc1N(C(=O)c1ccco1)C(C(=O)NC1CCCC1)c1ccc(N2CCOCC2)cc1 (configuration not stated)	29	-5.5	103	-0.5	8	-1	-12	-27	4
COC(=O)[C@@H]1C[C@H]1[C@@H](NC(=O)c1ccccc1)c1ccccc1	6	0.3	79	-1.0	18	-4	-8	-4	5
CC(C)CC(=O)Nc1ccccc1N1CCOCC1	2	-0.9	103	-2.5	3	7	4	-20	0

(list continues)
SMILES	PHOSPHO1 block	VIM-2 inh	MEKK3 PB1 HTS	IMP-1 inhibitor	SUMO HTRF inh	NS3 helicase inh	p-CIP stab down	FID counter	IDE cell activ
COc1ccc(/C=C/c2nc3ccccc3n2C)cc1	-15	-2.5	110	-3.4	16	-3	4	-8	2
COc1ccc(-c2nc(SCC(=O)NC3CCCC3)c(-c3ccc(OC)cc3)[nH]2)cc1	-6	-3.1	106	-3.3	-16	1	-18	-15	5
CCN1CCN(C(=O)CN(Cc2ccccc2)S(C)(=O)=O)CC1	4	-2.1	105	-1.9	8	-1	-7	-3	4
COc1ccc(NC(=O)C(CC(C)C)NC(=O)C2CCC(C)CC2)cc1 (configuration not stated)	31	-5.1	105	-5.3	1	0	-15	-29	-2
CCC(C(=O)O)N1C(=O)C2CCCCC2C1=O (configuration not stated)	24	-1.0	123	-1.5	11	8	-9	-3	3

Screening data (PubChem BioAssay)
